DUSP3 inh = inhibitors of human VHR1 phosphatase (DUSP3); P51452; recombinant VHR phosphatase, colorimetric substrate read-out; inhibition, % at 20 µM; 50,000 compounds, 0.7% hits; AID 1992; in the data active = inhibition above about 60%; also: some results filed as inactive read as strong as hits
Target sequence (P51452 whole entry, looked up): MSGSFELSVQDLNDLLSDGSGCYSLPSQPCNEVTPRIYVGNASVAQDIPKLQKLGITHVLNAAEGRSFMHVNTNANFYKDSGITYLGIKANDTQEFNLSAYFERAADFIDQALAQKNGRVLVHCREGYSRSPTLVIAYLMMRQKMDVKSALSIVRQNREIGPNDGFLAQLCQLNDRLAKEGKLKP
Active calls of the source: *.

SMILES	DUSP3 inh
COc1ccccc1NC(=O)c1ccc2ccccc2n1	0
O=C(Nc1ccc(Br)cc1)c1nc2nc(-c3ccccc3)cc(C(F)(F)F)n2n1	2
Cc1cc(NC(=O)c2ccccc2[N+](=O)[O-])no1	-13
Nc1nc2nc(-c3ccco3)cc(C(F)(F)F)n2n1	14
O=C(c1c(Cl)cccc1Cl)N1CCOCC1	2
COc1ccc(CN2CCN(Cc3cccn3C)CC2)c(OC)c1	70
CC12CN3CC(C)(CN(C1)C3c1cn(Cc3ccccc3)c3ccccc13)C2=O (stereo not drawn)	-1
O=C(Cc1nnc(NC(=O)c2ccco2)s1)NCc1ccccc1	4
Cc1cc(C)c2nc(NC(=O)c3ccccc3[N+](=O)[O-])sc2c1	-39
Cc1ccc(NNC(=O)C(O)(c2ccccc2)c2ccccc2)c(Br)c1	4
COC(=O)c1sccc1NC(=O)/C=C/c1ccc(OC)cc1	-13
O=Cc1ccc(-c2ccccc2OC(F)(F)F)o1	-4

Compounds listed so far with a nitro group on carbon (2):
SMILES	DUSP3 inh
Cc1cc(NC(=O)c2ccccc2[N+](=O)[O-])no1	-13
Cc1cc(C)c2nc(NC(=O)c3ccccc3[N+](=O)[O-])sc2c1	-39

The results go on.
SMILES	DUSP3 inh
COC(=O)C1=CNC=C(C(=O)OC)C1c1cc(OC)c(OC)c(OC)c1	-6
O=C(O)CN1C(=O)/C(=C\c2ccc(OC(=O)c3ccc(Cl)cc3Cl)cc2)SC1=S	14
O=C(COc1ccc(Cl)cc1Cl)N1CCCc2ccccc21	-8
COc1ccc(NC(=O)CSc2ncccn2)cc1	-14
COc1ccccc1N1C(=O)NC(=O)/C(=C/c2ccc(Br)s2)C1=O	-10
Cc1ccc2nc(-c3cc(NC(=S)NC(=O)c4ccco4)ccc3Cl)oc2c1	3
CC1(C)Cc2c(sc3ncn4nc(-c5ccncc5)nc4c23)C(C)(C)N1	-13
CC1C2C=CC(C1C(=O)N(C=O)c1cccc([N+](=O)[O-])c1)C2C1=CCCC1 (stereo not drawn)	-14
COc1ccccc1NS(=O)(=O)c1ccc(Br)cc1	-22
COCCOC(=O)c1ccc(NC(=O)c2ccc(OC)cc2)cc1	-5
COc1ccc(-n2c(SCC(=O)c3ccc(Br)cc3)nc3ccccc3c2=O)cc1	-8
Cc1nn(-c2nc3ccccc3s2)c(C)c1Oc1ccccc1O	38
O=C(CSc1nccn1Cc1ccccc1)c1ccc([N+](=O)[O-])cc1	-2
COc1ccc(Br)cc1CN1CCN(S(=O)(=O)c2ccccc2)CC1	-16
O=C(CCc1ccccc1)Nc1ccc(Cl)cc1C(F)(F)F	-12
COCCOC(=O)c1ccc(NC(=O)c2ccc(-c3ccccc3)cc2)cc1	5
CCCOc1cccc(C(=O)Nc2ccc(F)c([N+](=O)[O-])c2)c1	-17
COc1ccc(CN2CCN(C(=O)CC(C)C)CC2)c(OC)c1OC	-15
Cc1ccc2nc(-c3ccc(NC(=O)c4ccc5c(c4)OCCO5)cc3)sc2c1	-12
N#C/C(=C\c1cn(CC(=O)Nc2ccccc2)c2ccccc12)C(=O)NCc1ccccc1	1
O=C1CC(N2CCN(C3CC(=O)N(c4ccc(F)cc4)C3=O)CC2)C(=O)N1c1ccc(F)cc1 (stereo not drawn)	-18
COc1c(Cl)cc(Cl)cc1/C=C(\C#N)c1nn(CCO)c(N)c1C#N	19
Oc1ccc(Br)cc1C=Nc1cccc2ccccc12	-5
Cc1cc(Br)ccc1NC(=O)c1ccc(C)c([N+](=O)[O-])c1	-26
COc1ccc(CN2CCN(Cc3ccncc3)CC2)cc1Br	-6
O=C(Nc1ccc(N2CCOCC2)cc1)c1cccc2c(Br)cccc12	3
Cc1c(NC(=O)c2cccs2)cccc1[N+](=O)[O-]	-4
O=C(Nc1cccc(Oc2ccc(C(=O)O)c(C(=O)O)c2)c1)c1ccc(-c2ccccc2)cc1	6
CS(=O)(=O)N(CC(=O)O)c1ccc(F)cc1	-1
O=C1c2cccc3cccc(c23)C(=O)N1/N=C/c1ccco1	3
CCCOc1cccc(C(=O)Nc2nc(-c3ccc(C)cc3)cs2)c1	-9
COc1ccc(OC)c(S(=O)(=O)NCc2ccc3c(c2)OCO3)c1	-3
COC(=O)C1=C(C)NC(=O)N(C(C)=O)C1c1cccc([N+](=O)[O-])c1 (stereo not drawn)	11
Cc1ccc(-c2nc3ccccc3[nH]2)cc1NC(=O)Cc1ccccc1	-6
COc1ccc2c(c1)-c1c(ssc1=S)C(C)(C)N2CC(=O)c1ccccc1	-18
CC1=CC(=O)C=C/C1=N\OS(=O)(=O)c1ccc(C)cc1	9
Cc1cc(Cl)ccc1NC(=O)C(=O)N/N=C/c1ccccc1F	-15
O=C1NN(c2ccccc2)C(=O)/C1=C/c1cccc(Br)c1	25
COc1ccc(CNC(=O)CSc2cccc3cccnc23)cc1	-5
COc1ccc(-c2cc(-c3ccc(C)cc3)nc(N/N=C/c3cccnc3)n2)cc1OC	-20
CCOC(=O)c1cc2n(c1N(C(C)=O)C(C)=O)-c1ccccc1C2=O	-3
O=C(O)/C=C/C(=O)Nc1ccc(Oc2ccc(Oc3ccc(NC(=O)/C=C/C(=O)O)cc3)cc2)cc1	-40
Cc1ccc(NCCC(=O)c2cccs2)cc1Cl	-8
COCCN=C1NS(=O)(=O)c2ccccc21	-30
Clc1ccccc1Cc1noc(-c2ccc(Br)cc2)n1	-21
NC(=O)NC(c1ccccc1)c1ccccc1Br (stereo not drawn)	5
COc1ccccc1NC(=O)CCN1C(=O)S/C(=C/c2ccc(OC)c(OC)c2)C1=O	-5
O=C(NCCCO)C(=O)NCC1CCCO1 (stereo not drawn)	1
O=C(N=Nc1c(O)n(CN2CCCC2)c2ccccc12)c1ccncc1	0
O=c1/c(=C/c2cccc([N+](=O)[O-])c2)sc2nc3cc(Br)cnc3n12	-14
CCCC(=O)Oc1ccc2c(=O)c(-c3ccccc3OC)coc2c1	4
CC1(C)CC(=O)C2=C(C1)NC1=C(C(=O)CC(C)(C)C1)C2c1ccccc1Cl	-15
COc1ccccc1NC(=O)N1CCc2ccccc21	0
CC1=C(C(=O)OCCc2ccccc2)C(c2ccccc2)NC(=O)N1 (stereo not drawn)	-8
CC(C)(C)NC(=O)c1cc(N)cc(N)c1	-3
Cc1ccc(-c2cc(C(F)(F)F)n3ncc(C(=O)Nc4cccnc4)c3n2)cc1	-29
O=C(Nc1ccc2c(c1)OCO2)c1nn2c(C(F)(F)F)cc(-c3ccco3)nc2c1Cl	-16
Fc1ccccc1C=NN1CCN(Cc2ccccc2)CC1	-2
CCCOc1ccc(C2NC(=O)NC(C)=C2C(=O)OCC2CCCO2)cc1 (stereo not drawn)	-19
CCn1c2ccccc2c2nnc(SCC(=O)Nc3ccc([N+](=O)[O-])cc3)nc21	9

4 consecutive compounds already listed:
SMILES	DUSP3 inh
O=C(Nc1ccc2c(c1)OCO2)c1nn2c(C(F)(F)F)cc(-c3ccco3)nc2c1Cl	-16
Fc1ccccc1C=NN1CCN(Cc2ccccc2)CC1	-2
CCCOc1ccc(C2NC(=O)NC(C)=C2C(=O)OCC2CCCO2)cc1 (stereo not drawn)	-19
CCn1c2ccccc2c2nnc(SCC(=O)Nc3ccc([N+](=O)[O-])cc3)nc21	9

Laid out differently: results already given
CC1=C(C(=O)OCCc2ccccc2)C(c2ccccc2)NC(=O)N1 (stereo not drawn)
  DUSP3 inh = -8
CC(C)(C)NC(=O)c1cc(N)cc(N)c1
  DUSP3 inh = -3
Cc1ccc(-c2cc(C(F)(F)F)n3ncc(C(=O)Nc4cccnc4)c3n2)cc1
  DUSP3 inh = -29
O=C(Nc1ccc2c(c1)OCO2)c1nn2c(C(F)(F)F)cc(-c3ccco3)nc2c1Cl
  DUSP3 inh = -16

Remaining list, next part:
SMILES	DUSP3 inh
CN1C(=O)C2(N=C(C(=O)O)c3ccccc3N2C)c2ccccc21 (stereo not drawn)	6
Cc1ccc(NC(=O)COC(=O)c2ccn(C)n2)cc1	-16
Cc1cc(Br)cc(C)c1NC(=O)c1ccc2c(c1)OCCO2	-4
C=CCN1C(=O)/C(=C\c2cc(Cl)ccc2OCc2ccccc2F)SC1=S	-12
Cc1ccc(C)c(NC(=O)CN(c2ccc(F)cc2)S(=O)(=O)c2ccccc2)c1	-21
N#Cc1ccc(NC(=S)Nc2ccccc2)cc1	7
O=C(Nc1ccc2nccnc2c1)N1CCN(c2ccccc2)CC1	4
CCOc1ccc(NC(=O)c2c(Cl)cccc2Cl)cc1	-10
N/C(=N\OC(=O)c1ccccc1F)c1ccc(Br)cc1	-4
CN(C1=C(Cl)C(=O)N(c2ccccc2)C1=O)c1ccccc1	-8
CC(=O)N1c2ccccc2NC2=C(C(=O)CC(C)(C)C2)C1c1ccc(C#N)cc1 (stereo not drawn)	-5
CN(C)CC(=O)N1c2ccccc2CCc2ccc(NC(N)=O)cc21	-3
CC(NS(=O)(=O)c1cccs1)c1ccccc1 (stereo not drawn)	-13
Cc1cc([N+](=O)[O-])ccc1NC(=O)CCCOc1ccc(Cl)cc1Cl	-29
O=C(COc1ccc(Br)cc1)Nc1cccc([N+](=O)[O-])c1	4
CSCCC(/C(O)=C(\C#N)c1nc2ccccc2[nH]1)N1C(=O)c2ccccc2C1=O (stereo not drawn)	0
CC(=O)OC1COC(n2ncc(=O)[nH]c2=S)C(OC(C)=O)C1OC(C)=O (stereo not drawn)	-5
O=C(NCCCNc1ccc([N+](=O)[O-])cc1)c1ccccc1Cl	-24
CCc1ccc(NC(=S)NC(=O)/C=C/c2ccccc2)cc1	-29
CC(C)(C)C1CCc2c(sc(NC(=O)c3ccc(Br)cc3)c2C(N)=O)C1 (stereo not drawn)	-31
CC(C)c1ccccc1NC(=O)C1C2C=CC(C2)C1C(=O)O (stereo not drawn)	-11
CCN(CC)CCn1c(SCc2ccccc2)nc2ccccc21	-21
Cc1cc(-n2c(C)cc(C=O)c2C)ccc1I	-9
COc1ccc(OC)c(S(=O)(=O)N2CCC(Cc3ccccc3)CC2)c1	-16

In the list so far, 3 contain an NH in an aromatic ring.
SMILES	DUSP3 inh
Cc1ccc(-c2nc3ccccc3[nH]2)cc1NC(=O)Cc1ccccc1	-6
CSCCC(/C(O)=C(\C#N)c1nc2ccccc2[nH]1)N1C(=O)c2ccccc2C1=O (stereo not drawn)	0
CC(=O)OC1COC(n2ncc(=O)[nH]c2=S)C(OC(C)=O)C1OC(C)=O (stereo not drawn)	-5

(next part)
SMILES	DUSP3 inh
O=C(/C=C/c1ccccc1)N1CCC(Cc2ccccc2)CC1	-13
O=C1NC(=O)/C(=C\c2cc([N+](=O)[O-])ccc2Cl)S1	-33
O=[N+]([O-])c1ccc(OCCN2CCCCC2)cc1	-2
O=C(CSc1cccc2cccnc12)Nc1nc(-c2ccccc2)cs1	75
c1ccc(CN2C3=NCCN3c3ccccc32)cc1	-15
CCc1ccc(NC(=O)CN(c2ccc(C)cc2)S(=O)(=O)c2ccccc2)cc1	1
O=C(NCCCN1CCOCC1)c1ccc(Cl)cc1Cl	-10
Cc1cc(OCc2ccc(F)cc2)c2c3c(c(=O)oc2c1)CCCC3	-3
Cc1cc(C)c(NC(=O)COc2cccc(Br)c2)c(C)c1	-16
O=c1c2c(nc3cc(-c4ccc(F)cc4)[nH]n13)CCCC2	-9
O=C(NC(=S)N1CCOCC1)c1ccc(F)cc1	-25
CCOC(=O)Nc1ccc2c(c1)N(C(=O)CCN)c1ccccc1S2	15
CCCCC(CC)CNC(=O)COc1cc(C)c(Cl)c(C)c1 (stereo not drawn)	7
COc1ccc(C(=O)/C=C/c2ccc(OC)c3cccc(O)c23)cc1OC	5
COc1ccc(C(NC(C)=O)c2c(OC(C)=O)ccc3ccccc23)cc1OC (stereo not drawn)	-3
O=C(COc1cc2oc(=O)c3c(c2cc1Cl)CCCC3)OCc1ccccc1	-15
Cc1oc2ccc(OCc3ccc([N+](=O)[O-])cc3)cc2c1C(=O)OC(C)C	-24
CCC(=O)Nc1ccc(-c2nc3ccccc3o2)cc1	16
COc1ccc(-c2nnc(SCC(=O)O)n2N)cc1	-11
COc1ccc(Br)cc1/C=C/C(=O)Nc1cc(-c2nc3ccccc3o2)ccc1C	2
Cc1cc(C=O)c(C)n1-c1ccc(Sc2ccc([N+](=O)[O-])cc2)cc1	2
Cc1ccc(C)c(NC(=O)CSc2ccccn2)c1	-8
N#CCCOCC#CCN1CCCCC1	-1
O=C(CCCN1C(=O)/C(=C\c2cccs2)SC1=S)Nc1cccnc1	13
O=C1c2ccccc2NC(c2ccc(-c3ccccc3[N+](=O)[O-])o2)N1c1ccccc1 (stereo not drawn)	-10
Cc1cccc(N2CCN(C(=O)Nc3ccc(Cl)cc3)CC2)c1C	-6
COc1cccc2sc(NC(=O)/C=C/c3ccccc3)nc12	-7
COc1ccc(/C=N/NC(=O)c2cccc([N+](=O)[O-])c2)cc1Br	-27
CCOc1ccc2nc(SCC(=O)Nc3cc(OC)ccc3OC)sc2c1	-10
C/C(=N\Nc1nc(C)cc(C)n1)c1ccccc1O	6
Cc1cc[n+](CC(=O)c2ccc(C)c([N+](=O)[O-])c2)cc1	-23
C=CCNC(=O)C(=O)Nc1ccccc1OCC	4
N#CC(C#N)=Cc1ccc(Sc2ccccc2)o1	-4
CCOc1ccc(N2C(=O)CC(N3CCN(C(c4ccccc4)c4ccccc4)CC3)C2=O)cc1 (stereo not drawn)	-25
O=C(O)C1C2CCC(C2)C1C(=O)Nc1nc(-c2ccc(Cl)cc2)cs1 (stereo not drawn)	4
COc1ccc(N(CC(=O)NCc2ccccn2)S(=O)(=O)c2ccc(OC)c(OC)c2)cc1	-6
CC(C)(C)N1C(=O)c2ccc(C(=O)c3ccc4c(c3)C(=O)N(C(C)(C)C)C4=O)cc2C1=O	-11

This is a subset (hit frequency here may not be typical).
